From PubChem
TTR transcr act: increases transthyretin transcription | SH-SY5Y TTR promoter Gaussia luciferase, luminescence; 100% = recombinant luciferase protein wells | activation, % at 16.7 µM | actives 1.3% (n = 92,000) | AID 1117267;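 active means activation above the mean of all tested compounds plus 3 SD, cut at about 9.5% in these data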;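 further: cells exposed to compounds for one day before reading; 0% = median of all test compound wells on the plate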
An asterisk follows results filed as active. Some of the compounds tested. The share of hits here may be higher or lower than overall.

SMILES | TTR transcr act
CCOc1ccc(-n2c(O)c(/C=N/Nc3nnc(C)c(=O)[nH]3)c3ccccc3c2=O)cc1 | 1.6
NC(=O)c1cc2cc(Cl)ccc2o/c1=N/NC(=O)c1cccs1 | 0.2
CC(C)OC(=O)C1C(=O)CC(C)(O)C(C(=O)OC(C)C)C1c1cccc(O)c1 (stereo unspecified) | 1.3
CCc1nc(SCC(=O)N2CCCCCC2)c2c(=O)n(C)c(=O)n(C)c2n1 | -2.0
COc1ccc(C(Nc2ccccn2)c2c(NC(=O)c3ccco3)sc(C)c2C)cc1 (stereo unspecified) | -1.4
O=C(COc1ccc(S(=O)(=O)NC2CCCCC2)cc1Cl)N1CCN(c2ccccc2)CC1 | -0.2
CC(C)CNC(=O)C1(C)CCCN1C(=O)c1ccc2c(c1)CCO2 (stereo unspecified) | -0.9
CCCC(O)(c1ccc(OC)cc1)C(CN1CCOCC1)c1ccc(Cl)cc1 (stereo unspecified) | -0.8
COCCCn1c(=O)c2sccc2n2c(CCCC(=O)NCc3ccccc3OC)nnc12 | 2.4
CCc1n[nH]c(=S)n1/N=C/c1cc(Br)c(O)c(OC)c1 | 0.7
c1ccc(Cc2nnc3sc(Nc4ccccc4)nn23)cc1 | 3.1
c1ccc(C2OC3c4cccc5cccc(c45)C3N2c2ccccc2)cc1 (stereo unspecified) | -0.6
CCC(C)NC(=O)CCNS(=O)(=O)c1ccc(Br)cc1 (stereo unspecified) | 1.5
CC12CC3CC(C)(C1)CC(C(=O)N1CCN(C(=O)c4ccco4)CC1)(C3)C2 | -1.8
Cc1ccc2nc(-c3ccc4c(c3)OCCO4)cn2c1 | -2.3
Cc1cccc(C)c1NS(=O)(=O)c1ccc(NC(=O)c2ccc(Cl)c([N+](=O)[O-])c2)cc1 | -2.3
CN(C)S(=O)(=O)c1ccc(C(=O)Nc2ccccc2[N+](=O)[O-])cc1 | 0.3
CC(C)(C)C(=O)N1CCN(c2ccc(NC(=O)c3ccco3)cc2)CC1 | 0.3
O=C1C2(CCCC13COC(c1ccc(O)cc1)OC3)COC(c1ccc(O)cc1)OC2 (stereo unspecified) | 0.8
CCN(C(=O)[C@@H](C)[C@@H](O)c1ccc(Cl)cc1)c1ccccc1 | -1.6
CC(NC(=S)Nc1ccc(Cl)cc1Cl)C(c1cccs1)N1CCCC1 (stereo unspecified) | -0.2
CSC1=NCCN1C(=O)c1cccs1 | -2.1
O=C(NCc1cccc2ccccc12)Nc1ccccc1 | 0.2
CC(Oc1ccc2c(-c3ccccc3)cc(=O)oc2c1)C(=O)NCCCn1ccnc1 (stereo unspecified) | -0.9
O=C(Cc1ccc(Br)cc1)N1CCc2ccccc2C1 | 0.9

Next section
SMILES | TTR transcr act
Cc1ccc(C#CC[N+]2(C)CCCCC2)cc1 | 1.0
Cc1ccc2c(c1)nnn2C1CCN(C(=O)Nc2ccccc2C)CC1 | 4.2
COC(=O)C[C@@H]1CC[C@@H]2[C@@H](COc3ccc(NC(=O)Nc4ccc(F)cc4)cc3C(=O)N2C)O1 | -1.7
CCN1CCN(C(=O)/C(=C/c2ccco2)NC(=O)c2ccccc2)CC1 | 2.3
Cc1ccsc1C(=O)NCc1ccc(Cl)cc1 | -1.7
CCOc1ccc2oc(C(=O)NCc3nc4ccccc4[nH]3)c(C)c2c1 | -1.2
COc1ccccc1CC(=O)Nc1cccc(S(=O)(=O)N2CCOCC2)c1 | -0.3
COc1ccc(CC2S/C(=N/N=C/c3ccccc3O)NC2=O)cc1 (stereo unspecified) | 1.9
CS(=O)(=O)N1CCC(C(=O)NCc2ccncc2)CC1 | -1.5
Cn1c(N)cc(=O)n(C)c1=S | -1.9
Cc1ccc(S(=O)(=O)NCC(=O)OCC(=O)c2c(N)n(C)c(=O)n(C)c2=O)cc1 | 2.3
Fc1ccccc1CSc1nnc(-c2cccs2)o1 | -1.1
CCOC(=O)C1=CN2CCCC[C@@H]2CC1=O | -1.2
CC1CC(C)CN(c2ccc(C(=O)NCc3ccc4c(c3)OCO4)cc2[N+](=O)[O-])C1 (stereo unspecified) | 1.9
Cc1ccc(/C=C(/C#N)C(=O)NC(=O)Oc2ccccc2)cc1 | 0.1
NC(=O)COC(=O)c1ccc(S(=O)(=O)NCc2ccco2)cc1 | 5.3
O=C(Nc1ccc(S(=O)(=O)NCC2CCCO2)cc1)c1ccc(Cl)cc1[N+](=O)[O-] (stereo unspecified) | -1.1
Cc1ccc2c(CC(=O)NCc3ccc4c(c3)OCO4)coc2c1 | -2.6
COc1ccc(-c2cc(C(F)(F)F)nc(S(=O)(=O)CCCC(=O)Nc3cc(C)on3)n2)cc1OC | -4.0
O=C(NCc1ccc(F)cc1)c1cc(S(=O)(=O)N2CCCCC2)ccc1N1CCOCC1 | -0.8
Cc1ccc(C)c(NC(=O)COC(=O)c2ccc3c(c2)OCCO3)c1 | -0.6
CC(C)Sc1oc(-c2ccco2)nc1S(=O)(=O)c1ccccc1 | 1.5
COC(=O)C1=C(C)NC(=O)CC1c1cc(Br)ccc1F (stereo unspecified) | -1.7
CCOc1ccccc1N1CCN(CC(=O)Nc2nnc(CC)s2)CC1 | 1.6
O=C(NCc1ccco1)c1cc([N+](=O)[O-])ccc1Cl | 1.2

Additional structures:
SMILES | TTR transcr act
OCC[C@@H]1C[C@H](O)[C@@H](O)[C@]2(OCc3ccc4ccccc4c32)O1 | -0.5
COc1cc(O)c(C(CCN2CCCCC2)c2ccc(N(C)C)cc2)c(OC)c1 (stereo unspecified) | 0.1
CC(=O)Nc1ccc(S(=O)(=O)N2CCN(CC3CC4C=CC3C4)CC2)cc1 (stereo unspecified) | 2.5
CCCc1cc(=O)oc2cc(OC(C)C(=O)NCC3CCC(C(=O)O)CC3)ccc12 (stereo unspecified) | 0.4
O=C(Nc1sc2c(c1-c1nc3ccccc3s1)CCNC2)C(F)(F)F | -0.2
Cc1ccc(NC(=O)c2cccs2)cc1NC(=O)c1ccco1 | -0.7
O=C(/C=C/c1ccco1)N(Cc1cccc(Br)c1)C1CCS(=O)(=O)C1 (stereo unspecified) | -0.9
CC(C)N(C(=O)CSc1nc2ccccc2n1-c1ccccc1)C(C)C | -1.1
CCOc1ccc(-n2nc3c(=S)[nH]nc(C)c3c2C)cc1 | -2.4
COc1ccc(C)cc1S(=O)(=O)N(C)CC(=O)NC1CC1 | -0.7
COc1ccc(C(=O)O/N=C(/c2cccs2)C(C)(C)C)cc1 | -0.9
CCCCOc1ccc(CN=C(N)N)cc1Cl | 0.4
CC(O)c1nc(C(C)O)n(CC(=O)c2ccccc2)n1 (stereo unspecified) | 1.6
CC(C)(C)c1ccc(S(=O)(=O)NCC(=O)N2CCN(C(=O)c3ccco3)CC2)cc1 | 1.8
Cc1ccc(NC(=O)CN(C)C(=O)c2ccccc2Cc2ccccc2)cc1 | 2.8
COc1cc(OC)c(/C=N/N2CCN(c3ccccc3OC)CC2)c(OC)c1 | -1.1
CCOC(=O)c1sc(N(Cc2ccccc2)C(=O)CCl)nc1C | -1.3
C=CCNCc1ccccc1[N+](=O)[O-] | 5.4
Cc1cc(C)cc(Cn2c3ccc(NC(=S)NC4CCCCC4)cc3c(=O)n2C)c1 | -1.9
CCc1cc2c(=O)nc3n(c2s1)Cc1ccccc1/C3=C(/O)c1ccc(F)cc1 | -2.0
CN(c1ccc(OCC(=O)NC2CCC(O)CC2)cc1)S(=O)(=O)c1ccc(Cl)cc1 (stereo unspecified) | 2.9
Cc1ccc(N(C)C(=O)N2CCN(S(=O)(=O)c3ccc(C)c(C)c3)CC2)cc1 | 4.4
O=C(Cn1ccc(NC(=O)OCc2ccccc2)nc1=O)NCCc1c[nH]c2ccccc12 | 1.4
Cc1ccc(Cl)c(NC(=O)CN2CCNC(=O)C2)c1Cl | -0.1
COc1cccc(S(=O)(=O)c2nc(C)c3c(n2)CCC3)c1 | -1.4

The list goes on:
SMILES | TTR transcr act
Cc1ccc(NCCCn2ccc(NC(=O)OCc3ccccc3)nc2=O)cc1C | -0.6
CN(C(=O)CSc1nnc(-c2ccc(F)cc2)c2ccccc12)C1CCS(=O)(=O)C1 (stereo unspecified) | 3.8
C(COC1CC2CC1C1C2CC2OC21)OC1CC2CC1C1C2CC2OC21 (stereo unspecified) | 0.3
O=C(NNC(=O)[C@@H]1CCCC[C@@H]1C(=O)O)Nc1ccccc1 | 1.7
Cc1c(C(=O)Oc2cccc3cccnc23)oc2ccccc12 | -3.1
Cc1cc(NC(=O)CCCn2cc([N+](=O)[O-])cn2)n(Cc2ccc(F)cc2)n1 | 0.1
CSc1nc(Sc2cccc(Cl)c2)c2ccccc2n1 | -1.9
Cc1noc(C)c1C1(O)CCCCCCCCCCC1 | -1.4
COc1cc(CNC(=O)Nc2cccn3nc(COCCO)nc23)cc(OC)c1OC | 3.5
CCOC(=O)c1c(NC(=O)CSc2ncn[nH]2)sc(C(=O)NC)c1C | 1.5
Cc1ccc(/C=C/C(=O)O)cc1S(=O)(=O)NCCO | 1.9
CC1=C2C3OC(=O)C(C)C3CCC2(C)C=C(Cl)C1=O (stereo unspecified) | 0.0
COc1cc(OC)cc(C(=O)N[C@H](C(=O)OCC(=O)NC(=O)c2cccn2C)C(C)C)c1 | 0.8
CCN(CC)S(=O)(=O)c1cccc(C(=O)OC2CC(C)OC2=O)c1 (stereo unspecified) | 1.8
O=C(Nc1ccc2c(c1)COC2=O)c1ccc(Cl)c(Cl)c1 | -1.6
CS(=O)(=O)c1ccc(Cl)c(NC(=O)Cc2c(F)cccc2Cl)c1 | 0.0
COCCn1c(SCC(=O)N2CCc3ccccc3C2)nc2ccccc2c1=O | 2.6
CCOC(=O)c1cccc(NC(=O)C2CCC(CNc3c(N4CCOCC4)c(=O)c3=O)CC2)c1 (stereo unspecified) | -0.6
O=C(CSc1nc2[nH]ncc2c(=O)[nH]1)N1CCCCC1 | -0.9
O=C(CCc1ccccc1-c1ccccc1CCNC(=O)c1c(F)cccc1F)NCc1ccccc1 | -1.4
CC(C(=O)NCC1(c2ccccc2)CCCC1)N1CCOCC1 (stereo unspecified) | -0.3
c1ccc2c(c1)Nc1nccnc1S2 | 1.2
CC(=O)C1=C(O)C(=O)N(c2nccs2)C1c1ccc(F)cc1 (stereo unspecified) | 9.6
Nc1ccc2c(S(=O)(=O)O)cccc2c1S(=O)(=O)O | -1.2
CC1=CC(C)C(CN(CCC[N+](C)(C)C)C(=O)Nc2ccccc2)C(C)C1 (stereo unspecified) | -0.1

Following part:
SMILES | TTR transcr act
CC1(C(=O)NCc2ccccc2)CSCC(=O)N1CCCN1CCOCC1 (stereo unspecified) | -1.2
Cc1ccccc1N1CCN(C2=NC(=O)/C(=C\c3cccs3)S2)CC1 | -0.3
CC(C(=O)NCC1CCCO1)c1ccc([N+](=O)[O-])cc1 (stereo unspecified) | 0.7
CSc1ccccc1C(=O)NCCSc1ccccc1 | -0.4
Fc1ccccc1-c1nc2nc3ccccc3nc2n1CC1CCCO1 (stereo unspecified) | -0.4
Cc1ccc(-c2cc(C(=O)N3CCN(c4ccc(O)cc4)CC3)c3ccccc3n2)cc1 | -2.0
CN(C)CCCSc1nc2ccccc2s1 | -0.4
CCOC(=O)c1sc(/N=C/c2c(O)ccc3ccccc23)cc1C | -2.1
COc1cc(/C=C/C(=O)O)cc(S(=O)(=O)Nc2ccc(S(=O)(=O)N3CCCCC3)cc2)c1OC | 2.5
Cc1ccc(C(=O)Nc2cnc3ccccn3c2=O)cc1 | 1.1
Cc1cc(C)c(S(=O)(=O)c2ccc(F)cc2C)c(=O)[nH]1 | 0.1
O=C(OCC(=O)N1CCOCC1)c1ccc(Cl)cc1[N+](=O)[O-] | 1.4
Cc1cc(C)n(CCOc2ccc(Br)cc2)n1 | 10.1*
Cc1nnc(SCC(=O)c2c[nH]c3ccccc23)n1C1CC1 | -0.8
CN(C(=O)c1cccc(NC(=O)Cc2cccc(NC(=O)C3CCN(C(=O)C4CCCC4)CC3)c2)c1)C1CCC1 | -2.1
COc1ccc(/C(C)=N/NC(=O)CNC(=O)/C=C/c2ccccc2OC)cc1 | -1.2
COc1ccc(NC(=O)c2cccnc2Cl)c(S(=O)(=O)N2CCOCC2)c1 | 2.0
CC1CCCN(c2nc3ccccc3nc2C(C#N)S(=O)(=O)c2cccs2)C1 (stereo unspecified) | -1.4
CC1(C)N(OCc2ccccc2)C(=O)C(=O)N(OCc2ccccc2)C1(C)C | -0.7
O=C(NNC(=O)c1cccc2ccccc12)c1ccc(F)cc1 | -0.2
O=C(C[C@H]1C(=O)N(C2CCCCC2)C[C@@H]1c1ccccc1)Nc1ccc(Br)cc1 | 1.2
Cc1ccc(S(=O)(=O)NC(CC(C)C)C(=O)N2CCN(C/C=C/c3ccccc3)CC2)cc1 (stereo unspecified) | -1.4
CC(=O)Cc1nsc(NC(=O)c2ccccc2)n1 | -1.0
Cc1cc(N/C=C(\C#N)S(=O)(=O)c2ccc(Cl)cc2)nc(C)n1 | 0.2
CCCCCOC(=O)c1[nH]c2c(c1C)C(=O)C(C(=O)OC)C(C)C2 (stereo unspecified) | -1.0

Marked active in TTR transcr act (from the list above):
SMILES | TTR transcr act
Cc1cc(C)n(CCOc2ccc(Br)cc2)n1 | 10.1*

Quoted from the entries so far for reference:
SMILES | TTR transcr act
CC(C(=O)NCC1CCCO1)c1ccc([N+](=O)[O-])cc1 (stereo unspecified) | 0.7
CSc1ccccc1C(=O)NCCSc1ccccc1 | -0.4

A different layout for some results above.
COc1cc(/C=C/C(=O)O)cc(S(=O)(=O)Nc2ccc(S(=O)(=O)N3CCCCC3)cc2)c1OC
  TTR transcr act: 2.5

Cc1ccc(C(=O)Nc2cnc3ccccn3c2=O)cc1
  TTR transcr act: 1.1
